From PubChem
ELG1 DNA repair: qHTS screen for small molecules that inhibit ELG1-dependent DNA repair in human embryonic kidney (HEK293T) cells expressing luciferase-tagged ELG1; actives 2.3% (n = 330,000); Potency, µM (titrated, usually from 46.1 µM), without a hit: at the highest dose activity change, negative = inhibition, actives largely listed as inhibitors; HEK293T ELG1-luciferase reporter, luminescence, 16 h; DNA damage induced by 5-fluorouridine; also: potency is read from the fitted curve at half-maximal effect; % is scaled to controls: 0 for no effect and ±100 for the full control effect; nearly all actives have a fitted effect of over 55% in size
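DMSO vehicle served as the neutral condition. Each well held 2,000 cells given 5-fluorouridine plus compound; after 16 hr at 37 °C/5% CO2, ONE-Glo was added and luciferase measured 30 min later.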
FLuc modulator: qHTS profiling assay for firefly luciferase inhibitor/activator using purifed enzyme and Km concentrations of substrates (counterscreen for miR-21 project) | Luciferin 4-monooxygenase (Photinus pyralis), P08659 | purified FLuc, Km substrates, luminescence inhibition | Potency, µM (series often up to 57.5 µM), inactives show at the highest dose activity change, negative = inhibition, most hits filed as inhibitors | actives 6.9% (n = 360,000);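 also: potency is read from the fitted curve at half-maximal effect; plate controls were vehicle for no effect and reference inhibitor for full effect; nearly all actives have a fitted effect of over 55% in size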
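Purified P. pyralis luciferase (10nM final) with 10uM D-luciferin and 10uM ATP (Km levels) in 50mM Tris acetate pH 7.5, 10mM Mg acetate, 0.01% Tween-20, 0.05% BSA; qHTS 6-point titration, ~60 µM downward; luminescence read.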
PKM2 act: qHTS Assay for Activators of Human Muscle isoform 2 Pyruvate Kinase; actives 0.34% (n = 260,000); AID 1631, 2009; Pyruvate kinase PKM (Homo sapiens), P14618; purified PKM2, Kinase-Glo ATP luminescence, activation; response scale: 0% is enzyme alone, no compound; Potency, µM (doses to about 57.5 µM), without a hit: top-dose activation, most hits filed as activators; also: potency is read from the fitted curve at half-maximal effect; % is scaled to controls: 0 for no effect and ±100 for the full control effect; nearly all actives have a fitted effect of over 55% in size
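Kinase-Glo luminescence reports ATP generated from ADP (0.1 mM) and PEP (0.5 mM) by purified hPK-M2 after 1 h at room temperature, pH 7.2 imidazole buffer; intermediate enzyme activity allows detecting inhibitors and activators.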
VP16 counter: VP16 counterscreen qHTS for inhibitors of ROR gamma transcriptional activity. Drosophila S2 Gal4-VP16 UAS-luciferase, luminescence, 20 h. Potency, µM (doses to about 53.6 µM), for the others: at the highest dose activity, negative = inhibition, hits mostly inhibitors. actives 3.5% (n = 310,000). AID 2546, 2010;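 also: Gal4-VP16 expression switched on by copper sulfate through the metallothionein promoter; potency is read from the fitted curve at half-maximal effect; % is scaled to controls: 0 for no effect and ±100 for the full control effect; nearly all actives have a fitted effect of over 50% in size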
NPC1 prom act: qHTS Assay for NPC1 Promoter Activators; actives 2.4% (n = 320,000); Huh7 NPC1 promoter luciferase reporter, 24 h; AID 485313, 2010; Potency, µM (titrated, usually from 9.22 µM), for inactives: at the highest dose activation, hits mostly activators;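 also: potency is read from the fitted curve at half-maximal effect; % of control where 0% means no effect; nearly all actives have a fitted effect of over 60% in size; reporter is driven by a mutant NPC1 promoter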
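Luminescence from an NPC1 promoter-driven luciferase reporter in stably transfected Huh7 cells was measured after 24 h compound treatment at 37 °C, followed by 10 min ambient incubation with luciferase detection reagent.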
KCNH2 3.1 inh: qHTS for Inhibitors of KCHN2 3.1: Mutant qHTS. U2OS KCNH2 3.1, thallium flux FluxOr; hits give low values. activity change, % (tested at about 1.8 µM). actives 0.95% (n = 340,000). AID 720553, 2013;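 active = maximum activity change below -70%; inconclusive = maximum activity change from -70% to -50%; inactive = maximum activity change above -50%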;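 also: thallium influx rate constant from kinetic fluorescence after stimulation buffer; % is scaled to controls: 0 for no effect and ±100 for the full control effect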
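Kinetic fluorescence (2 min after stimulation buffer) measures Tl+ influx through KCNH2 3.1 expressed by viral transduction in U2OS cells; the rate constant is normalized against DMSO controls serving as positive and negative references.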
RORg inh: qHTS for inhibitors of ROR gamma transcriptional activity; Nuclear receptor ROR-gamma (Mus musculus), P51450; Drosophila S2 Gal4-RORgamma UAS-luciferase reporter, 20 h; Potency, µM (top dose mostly 53.6 µM), for inactives: top-dose activity change, negative = inhibition, most hits filed as inhibitors; actives 5.4% (n = 310,000); AID 2551, 2010; also: potency is read from the fitted curve at half-maximal effect; % is scaled to controls: 0 for no effect and ±100 for the full control effect; nearly all actives have a fitted effect of over 60% in size
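Stably transfected Drosophila Schneider cells are the test system, with ROR gamma fused to Gal4 and luciferase under UAS control; luminescence is read after 20 hr of 700 uM copper sulfate induction at ambient temperature.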
Menin-MLL TR inh: qHTS Assay for Inhibitors Targeting the Menin-MLL Interaction in MLL Related Leukemias: Competition With Texas Red Labeled MLL-derived Mutant Peptide; Menin + Texas Red MLL mutant peptide, fluorescence polarization; actives 0.23% (n = 270,000); Potency, µM (series often up to 61.6 µM), for inactives: at the highest dose FP activity change, negative = inhibition, usual class: inhibitors; AID 1768, 2009; active = well fitted inhibition curve with a large enough effect in the polarisation, with a control signal flat, not every such curve was filed as active; inconclusive = small, poorly fitted or top-dose-only effect, or effect the other way, or a change in a side signal; inactive = no such curve, though single readings can be large or run the other way; the % refers to the polarisation; also: potency is read from the fitted curve at half-maximal effect; % of control where 0% means no effect; many of its hits are not listed in these tables
Target sequence (O00255 whole entry, looked up): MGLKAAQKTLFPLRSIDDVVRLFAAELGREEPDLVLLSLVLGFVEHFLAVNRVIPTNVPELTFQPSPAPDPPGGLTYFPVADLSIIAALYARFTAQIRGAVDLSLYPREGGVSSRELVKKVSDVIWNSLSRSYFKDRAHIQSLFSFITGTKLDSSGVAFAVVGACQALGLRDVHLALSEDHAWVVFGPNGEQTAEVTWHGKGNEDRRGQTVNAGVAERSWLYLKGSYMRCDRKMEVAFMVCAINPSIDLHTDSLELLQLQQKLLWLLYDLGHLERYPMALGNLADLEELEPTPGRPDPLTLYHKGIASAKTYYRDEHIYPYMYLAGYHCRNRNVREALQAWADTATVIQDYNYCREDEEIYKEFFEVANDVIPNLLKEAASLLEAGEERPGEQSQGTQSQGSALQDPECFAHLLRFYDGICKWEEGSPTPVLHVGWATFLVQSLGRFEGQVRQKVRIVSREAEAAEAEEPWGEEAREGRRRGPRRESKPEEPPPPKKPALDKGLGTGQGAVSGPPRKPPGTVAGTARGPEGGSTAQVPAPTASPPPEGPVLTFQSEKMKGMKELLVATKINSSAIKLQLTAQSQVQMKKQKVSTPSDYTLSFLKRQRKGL
Rab9 promoter act: qHTS Assay for Rab9 Promoter Activators. Huh7 Rab9 promoter-luciferase reporter, luminescence, 24 h. Potency, µM (series often up to 9.22 µM), inactives show at the top dose activation, negative = inhibition, hits mostly activators. actives 2.8% (n = 320,000). AID 485297, 2010; also: potency is read from the fitted curve at half-maximal effect; % of control where 0% means no effect; nearly all actives have a fitted effect of over 60% in size
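Huh7 cells stably carrying Rab9 promoter–luciferase reporter, plated 1500 cells/well, compound added after 2 h and incubated 24 h at 37 °C; luciferase luminescence then read after 10 min with detection reagent.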
MBNL1-CUG inh: qHTS Assay for Inhibitors of MBNL1-poly(CUG) RNA binding; TR-FRET MBNL1-His/biotin-(CUG)12 binding, 665/545 ratio; Muscleblind-like protein 1 (Homo sapiens), Q9NR56; Potency, µM (top dose mostly 57.5 µM), inactives show at the top dose activity change, negative = inhibition, hits mostly inhibitors; actives 0.036% (n = 280,000); active = well fitted inhibition curve with a large enough effect in the signal ratio, with a control signal flat, not every such curve was filed as active; inconclusive = small, poorly fitted or top-dose-only effect, or effect the other way, or a change in a side signal; inactive = no such curve, though single readings can be large or run the other way; the % refers to the signal ratio; also: potency is read from the fitted curve at half-maximal effect; % is scaled to controls: 0 for no effect and ±100 for the full control effect
Target sequence (Q9NR56 whole entry, looked up): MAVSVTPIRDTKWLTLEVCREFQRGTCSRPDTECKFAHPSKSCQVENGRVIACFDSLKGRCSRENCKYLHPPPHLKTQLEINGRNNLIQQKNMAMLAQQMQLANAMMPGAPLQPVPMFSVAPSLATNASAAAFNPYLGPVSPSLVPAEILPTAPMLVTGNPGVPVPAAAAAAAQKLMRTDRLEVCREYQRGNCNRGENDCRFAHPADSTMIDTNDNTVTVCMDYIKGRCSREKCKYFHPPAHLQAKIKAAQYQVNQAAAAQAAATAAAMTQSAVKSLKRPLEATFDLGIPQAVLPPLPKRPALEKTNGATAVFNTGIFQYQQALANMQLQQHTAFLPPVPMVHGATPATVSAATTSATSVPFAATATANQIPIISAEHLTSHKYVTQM
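Compound titration spanned 92 nM–58 uM against the MBNL1-His/biotin-(CUG)12 complex. After 60 min at room temperature with 5 nM streptavidin-XL665 and 0.055 ng/ul terbium anti-His, ratiometric 665/545 nm emission (Ex 340 nm) normalized to controls.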
Mito fusion yeast: qHTS Assay for Small Molecule Inhibitors of Mitochondrial Division or Activators of Mitochondrial Fusion | Potency, µM (doses to about 46.1 µM), for inactives: at the top dose growth rescue (activation), usual class: activators | S. cerevisiae fusion-defective mutant growth rescue, CellTiterGlo 48 h | actives 0.23% (n = 320,000);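 also: potency is read from the fitted curve at half-maximal effect; % of control where 0% means no effect; nearly all actives have a fitted effect of over 45% in size; temperature-sensitive fusion mutants such as fzo1-1 at 37 °C on non-fermentable ethanol glycerol medium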
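Compounds are tested for their ability to restore growth of mitochondrial fusion-defective yeast strains at non-permissive 37C in YPEG medium over 48 hours. Viability is quantified by luciferase luminescence.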
Numbers without * were called inactive; u = inconclusive; x = no result given; & = joins results of further samples; [ ] = dose if it differs, or a comment. Unless noted, calls follow the shape of the dose curve; as a rule, active = well fitted curve in the direction sought with a large enough effect; inconclusive = small, poorly fitted or top-dose-only effect, or another doubt; inactive = no such curve, though single readings can be large; an effect the other way counts as inactive or inconclusive. This is a subset; the hit share may differ from the screen's.

Compound | ELG1 DNA repair | FLuc modulator | PKM2 act | VP16 counter | NPC1 prom act | KCNH2 3.1 inh | RORg inh | Menin-MLL TR inh | Rab9 promoter act | MBNL1-CUG inh | Mito fusion yeast
O=C(c1cc2ccccc2oc1=O)N1CCSC1c1ccco1 (stereo unspecified) | -17% | 0% | 2% | -9% | -1% | 27 | 45% | -10% | 0% | u | 5%
COC(=O)c1ccsc1NC(=O)C1COc2ccccc2O1 (stereo unspecified) | 14% | -16% | 0% | 5% | 1% | 4 | 11% | -2% | -2% | 11% | 11%
Cc1ccccc1NC1=NC(=S)N(CC(N)=O)C12CCOC(C)(C)C2 (stereo unspecified) | 13% | 0% | -8% | -6% | -1% | 3 | -9% | x | -8% | -7% | 0%
COc1cc(C(C)=O)ccc1COc1ccc(C(=O)O)cc1OC | -1% | 0% | 6% | -5% | -4% | 11 | 22% | x | -5% | -8% | 1%
O=C1NC2(CCCc3ccccc32)C(=O)N1Cc1nnc(-c2ccccc2Br)o1 (stereo unspecified) | u | -11% | -10% | -13% | -1% | -2 | 43% | 0% | 6% | 7% | 6%
O=C(C1CC1)N1N=C(c2ccc(Br)cc2)CC1(O)C(F)(F)F (stereo unspecified) | -2% | -16% | x | -3% | 3% | -1 | -5% | -16% | -3% | -7% | -7%
CN(C)c1cc[n+](CC(=O)Nc2ccccc2C(F)(F)F)cc1 | u | -2% | -7% | 2% | -1% | 9 | 1% | 1% | -2% | -4% | 0%
COc1cccc(N2CCN(C(=O)CN(C)S(=O)(=O)c3ccc4c(c3)c(=O)n(C)c(=O)n4C)CC2)c1 | -16% | 0% | -6% | -4% | -9% | 2 | 4% | -4% | -6% | -5% | 2%
CCN1C(=NCc2cc(OC)c(OC)c(OC)c2)N[C@@H](c2cccc(C(F)(F)F)c2)C(C(=O)OC)=C1C | u | 5% | 1% | -2% | 3% | 17 | -9% | -1% | 0% | -3% | -2%
CCN(CC)CCNC(=O)C1CCC(=O)N(c2ccc(OC)cc2)C1c1ccc(F)cc1 (stereo unspecified) | -5% | 0% | 2% | -7% | -6% | -18 | -14% | 19% | 3% | -9% | 0%
O=C(Nc1cccc(Cl)c1)Nc1ccnc(-c2cccnc2)n1 | u | -13% | -6% | -8%[10 µM] | -14% | -27 | -4% | 11% | -10% | -10% | 1%
CCn1c(COc2ccc(=O)n(-c3ccccc3)n2)nnc1SCc1ccccc1C | -3% | 3% | -1% | 0% | 2% | -2 | 10% | -9% | 1% | 12% | -5%
COc1ccccc1C(CNC(=O)c1ccc(NS(=O)(=O)c2ccc3c(c2)OCCO3)cc1)N(C)C (stereo unspecified) | 0% | 7% | x | x | -1% | 9 | x | x | -4% | x | -2%
O=C(OCC(=O)N1CCN(S(=O)(=O)c2ccc(Cl)cc2)CC1)c1cccc(OC(F)F)c1 | -6% | -2% | x | x | -6% | -19 | x | x | -19% | x | 1%
CCOC(=O)c1c(-c2ccc(C)cc2)csc1NC(=O)/C(C#N)=C/c1ccc(O)c(OC)c1 | u | 0% | 29% | -18% | -1% | 8 | 32% | u | -1% | 2% | -9%
Cc1ccc(NC(=O)CSc2nnc(CNC(=O)c3ccccc3F)o2)cc1 | 7% | -11% | -15% | 2%[10 µM] | 1% | 2 | 17% | 3% | -13% | -8% | 12%
Cc1ccccc1Nc1nc2ccccc2n1C(C)C | -1% | -1% | 2% | -4% | -1% | x | 10µM* | -4% | -11% | 1% | -5%
O=C(O)c1ccccc1N1C(=O)C2C3CCC(C3)C2C1=O (stereo unspecified) | 3% | 1% | -11% | -3% | -1% | -2 | -1% | -9% | 0% | -16% | -6%
CCOc1ccccc1NC(=O)CSc1nncc2ccccc12 | 13% | -1% | 1% | 3% | 19% | 14 | 11% | 5% | 1% | -8% | 15%
Nc1ccccc1C(=O)NCc1ccco1 | -6% | 4% | 1%[11.5 µM] | -11% | -3% | -2 | 34% | 1% | -3% | -6% | 1%
CC(C)(C)SCCNC(=O)CSCc1ccc([N+](=O)[O-])cc1 | 3% | 0% | -12% | -6% | 1% | -10 | -4% | -15% | 8% | u | 1%
Cc1ccc2nc(SCC(=O)Nc3ccc(F)cc3F)nc(=O)n2c1 | u | 3% | x | x | 1% | -5 | x | x | 17% | x | 3%
CN(CC(=O)Nc1ccc(C(N)=O)cc1)CC(=O)Nc1ccccc1Cl | 1% | 4% | -4% | -6% | -3% | 4 | 15% | 57%[activator] | -3% | x | -7%
O=C(c1ccc([N+](=O)[O-])cc1)N1CCSC1c1ccc(Br)cc1 (stereo unspecified) | -2% | 5% | 2% | 6% | -11% | -28 | 36% | 7% | -2% | u | 3%
CC1(C)Oc2ccc(C(=O)N3CCOCC3)cc2N(CC(=O)Nc2ccccc2)C1=O | u | 2% | 6% | 12% | 0% | -16 | 1% | -20% | 3% | -9% | -1%
COCCCn1c(Cc2ccccc2)nnc1SCC(=O)N1CCCCC1 | 17% | -1% | -11% | -9% | 0% | 1 | 3% | -1% | 7% | -8% | 0%
CCOc1ccc(S(=O)(=O)N2CCCCC2)cc1NC(=O)CN1C(=O)NC(C)(c2ccc(C)cc2)C1=O (stereo unspecified) | u | -3% | x | x | -1% | -8 | x | x | -1% | x | 2%
O=C1CNC(=S)N1Cc1ccc(Cl)cc1 | -4% | 3% | x | 5% | 2% | -1 | -1% | u | 1% | 2% | -4%
CCn1c2ccccc2c2cc(NS(=O)(=O)c3ccccc3C)ccc21 | u | 9% | 6% | -4% | -11% | -8 | 3% | u | 0% | -5% | 20%
CCOc1cc(/C=C2\C(=O)NN(c3ccccc3)C2=O)cc([N+](=O)[O-])c1O | 21% | 17µM* | -17% | -11% | -2% | 15 | -2% | u | 1% | u | 7%
COc1ccc2nc(NC(=O)c3c(C)noc3C)sc2c1 | u | u | x | x | u | -4 | x | x | u | x | 9%
N=c1c2c3c(sc2nc2n1CCCCC2)CCCC3 | u | u | -2% | 16% | 5% | -4 | 0% | -7% | 8% | 26% | -4%
CN1CCC(=NNC(=O)C(=O)NC2CCCCC2)CC1 | u | 0% | -5% | 0% | 0% | -2 | -24% | 1% | -2% | -2% | -3%
C=CCOc1ccc(/C=C2\C(=N)N3N=C(S(=O)(=O)CC)SC3=NC2=O)cc1OC | 6% | 9.5µM* | -15% | -6% | -1% | -24 | 4% | u | 0% | 2% | 1%
CCCNC(=S)N1CCN(C(c2ccccc2)c2ccccc2)CC1 | 2% | 2% | -7% | 18µM* | -2% | 1 | 11µM* | -19% | -10% | -15% | u
CC1=C(C(=O)OCc2ccccc2)C(c2ccc(Cl)cc2)NC(=O)N1CCCCCC(=O)O (stereo unspecified) | 4% | 1% | -3%&12% | 23%&-10% | -1% | -5 | -41%&-37% | -13%&-6% | 1% | 5% | 6%
CC(C(=O)Nc1ncc2c(n1)CC(C)(C)CC2=O)N1C(=O)c2ccccc2C1=O (stereo unspecified) | 13% | 2% | -2% | -5% | 1% | 4 | -9% | 2% | 4% | 6% | -2%
CCc1nnc(NC(=O)CSc2ccc(-c3ccc(-n4cccn4)cc3)nn2)s1 | u | 1.2µM* | x | x | u | -22 | x | x | 2.5µM* | x | -10%
CC(=O)c1cccc(NC(=O)c2nccnc2C(=O)O)c1 | 11% | 2% | -2% | 0% | -6% | 10 | 0% | 24% | -5% | -10% | -3%
